RT RNaseH block – inhibitors of HIV-1 reverse transcriptase RNase H; inhibition, % at 10 µM; AID 565; RT-RNase H RNA/DNA duplex cleavage, fluorescence; 65,000 compounds, 1.9% hits; P04585; in the data active = inhibition above about 50%
RmlC RmlD mix – inhibitors of RmlC and RmlD coupled enzymes | RmlC/RmlD coupled enzyme inhibition, 384-well mixture HTS | inhibition, % at 5.5 µM | 110,000 compounds, 0.39% hits; in the data active = inhibition above about 30%, passing the limit was not always enough; note: strong numbers were not always called active
The depositor's hits bear a star; · = not tested or not shown. An excerpt, so the mix of outcomes need not match the whole.

#1 COCCCN(C(C)=O)c1nc(-c2ccccc2)cs1
#2 CN1CCN(c2ccccc2NC(=O)c2ccc(Br)o2)CC1
#3 Cc1cc(=O)oc2cc(OCC#N)ccc12
#4 COc1cccc2c(=O)c3ccoc3n(C)c12
#5 Cc1ccccc1Cn1c(-c2cncs2)nc2ccccc21
#6 Cc1nc2ccccc2n1CCc1nc2c3ccccc3nc(SCC(=O)NCc3ccco3)n2n1

Compound	1	2	3	4	5	6
RT RNaseH block	-12	-19	-9	·	-24	-17
RmlC RmlD mix	1	-5	7	5	-11	7

#7 Cc1ccc(OCCCCn2ccnc2)c(Cl)c1
#8 O=C(Nc1ccc(Cl)cc1Cl)c1n[nH]c(Cn2cncn2)n1
#9 O=[N+]([O-])c1nn(-c2ccc3c(c2)OCCO3)n(O)c1=NCCCO
#10 COc1ccccc1-c1cc(C(=O)NCc2ccccc2)no1
#11 C=CCOc1cccc(C2C(C(=O)c3ccco3)=C(O)C(=O)N2Cc2ccncc2)c1 (centres undefined)
#12 Cc1ccc(-n2c(SCC(=O)NCC3CCCO3)nc3c(c2=O)SCC3)cc1 (centres undefined)

Compound	7	8	9	10	11	12
RT RNaseH block	-54	·	·	33	3	-7
RmlC RmlD mix	8	-13	5	-19	8	4

#13 Cc1cccc(-c2cc3nc4c(c(N5CCOCC5)n3n2)CCCC4)c1
#14 Cc1cccc(C)c1NC(=O)CSc1nnc(C)n1-c1ccccc1
#15 COc1cc(/C=N/NC(=O)c2cccs2)ccc1OCc1ccccc1
#16 CCOC(=O)CC(=O)CSCC(=O)Nc1ccc(C)cc1
#17 Cc1nn(-c2ccccc2)c(C)c1C(=O)OCC(=O)N1CC(=O)Nc2ccccc21
#18 Cc1cc(C)nc(SCC(=O)Nc2ccc(S(=O)(=O)N3CCCCC3)cc2)n1

Compound	13	14	15	16	17	18
RT RNaseH block	-17	·	·	4	-11	·
RmlC RmlD mix	-6	-9	4	8	6	-8

#19 CCOC(=O)c1cnc2cc(-c3ccc(Cl)cc3)nn2c1N
#20 C=CCNC(=O)CC(C)C(CCCCC)C(=O)O (centres undefined)
#21 CCOC(=O)C(=O)Nc1ccc(S(=O)(=O)Nc2ncccn2)cc1
#22 O=C(CSc1nnc(-c2ccc(F)cc2)o1)Nc1ccc(S(=O)(=O)N2CCCC2)cc1
#23 COc1ccc2c(c1OC)C(=O)N1c3ccccc3C(=O)N(c3ccccc3F)C21 (centres undefined)
#24 O=C1S/C(=C/c2ccc(N3CCOCC3)o2)C(=O)N1Cc1ccc(F)cc1
#25 CCSc1nnc(NC(=O)Cc2ccc(OC)c(OC)c2)s1
#26 N#CC(c1ccc(F)cc1)c1ccc(C(=O)c2ccccc2)cc1 (centres undefined)
#27 COc1cccc(OCCCCCCN2CCOCC2)c1

Compound	19	20	21	22	23	24	25	26	27
RT RNaseH block	·	-10	·	-40	1	·	·	·	·
RmlC RmlD mix	-8	-3	7	-9	-7	10	5	2	4

Record cards (already shown). Order of screens: RT RNaseH block	RmlC RmlD mix
Listed for COc1cccc(OCCCCCCN2CCOCC2)c1 = ·	4
Listed for Cc1cc(=O)oc2cc(OCC#N)ccc12 = -9	7
Listed for CCSc1nnc(NC(=O)Cc2ccc(OC)c(OC)c2)s1 = ·	5
Listed for Cc1cccc(-c2cc3nc4c(c(N5CCOCC5)n3n2)CCCC4)c1 = -17	-6
Listed for Cc1nn(-c2ccccc2)c(C)c1C(=O)OCC(=O)N1CC(=O)Nc2ccccc21 = -11	6
